PHOSPHO1 block – PubChem AID 1565 | recombinant PHOSPHO1, absorbance phosphatase assay | Phosphoethanolamine/phosphocholine phosphatase (Homo sapiens), Q8TCT1 | 290,000 compounds, 1.1% hits | inhibition, % at 13.3 µM; in the data active means inhibition above about 60%
Target sequence (Q8TCT1 whole entry, looked up): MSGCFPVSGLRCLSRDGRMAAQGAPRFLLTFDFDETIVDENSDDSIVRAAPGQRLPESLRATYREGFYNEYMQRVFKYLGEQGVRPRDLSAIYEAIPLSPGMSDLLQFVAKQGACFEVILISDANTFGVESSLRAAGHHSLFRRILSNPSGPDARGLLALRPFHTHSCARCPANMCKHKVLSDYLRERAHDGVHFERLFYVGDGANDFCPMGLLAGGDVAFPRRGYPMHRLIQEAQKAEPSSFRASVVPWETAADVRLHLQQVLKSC
IMP-1 inhibitor – IMP-1 metallo-beta-lactamase inhibitors, primary screen, biochemical, epi-absorbance readout, Pseudomonas aeruginosa enzyme | metallo-beta-lactamase IMP-1 (Pseudomonas aeruginosa) | inhibition, % at 5.6 µM | 290,000 compounds, 0.45% hits | purified IMP-1, nitrocefin hydrolysis, epi-absorbance fluorescence;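 active means inhibition above the mean plus 3 SD of all compounds in the same screening run, cut at about 4.5% in these data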;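 further: 0% = IMP-1 with DMSO and 100% = DMSO wells lacking enzyme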
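System – purified recombinant IMP-1 beta-lactamase · Input – IMP-1 dispensed at 0.2 nM · Timing – 15 min preincubation plus 25 min reaction at 25 °C · Signal – Epi-absorbance fluorescence, 480 nm excitation, 530 nm emission · Measure – percent IMP-1 inhibition derived from blank-referenced optical density · Controls – Enzyme-plus-DMSO low control, enzyme-free DMSO high control · Replication – singlicate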
NS3 helicase inh – inhibitors of HCV NS3 helicase, primary screen, biochemical, Cy5 molecular beacon fluorescence. Hepatitis C virus NS3 helicase. NS3 helicase DNA unwinding. inhibition, % at 10.9 µM. 290,000 compounds, 0.56% hits. AID 1800, 2009;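 active means inhibition above the mean of all tested compounds plus 3 SD, set per campaign, cut at about 35% in these data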;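 further: 0% = DMSO wells and 100% = thioflavine S control wells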
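test system = hepatitis C virus NS3 helicase domain fragment enzyme | reagent = annealed dual-labelled DNA beacon duplex, ATP-started | times = 1 h at 25 °C | detection = Cy5 fluorescence, 0 and 60 min reads | read-out basis = percent inhibition from t60/t0 fluorescence ratio | control set = DMSO and thioflavine S | replication = one well per compound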
GalR3 antag – GalR3 antagonists in HEK293 cells, primary screen, cell-based, fluorescence readout; Galanin receptor type 3 (Homo sapiens), O60755; HEK293 GalR3-CNG cAMP membrane potential fluorescence; galR3 body fused to GalR1 C-terminus; inhibition, % at 3 µM; 360,000 compounds, 0.44% hits;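 active means inhibition above the screen-wide average plus 3 SD, cut at about 13% in these data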;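 further: forskolin and galanin both at EC90 stimulate the cells; cAMP rise reported by CNG channel membrane potential dye signal; 0% = forskolin plus galanin with DMSO and 100% = forskolin alone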
OXTR ag – human OXTR agonists, primary screen, fluorescence, CHO-OTR cells, Fluo-8 calcium | Oxytocin receptor (Homo sapiens), P30559 | Fluo-8 calcium fluorescence; normalized: DMSO 0%, oxytocin 100% | activation, % at 3 µM | 320,000 compounds, 0.32% hits | AID 2435, 2010;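 active means activation above the mean of all tested compounds plus 3 SD, cutoff set per screening run, cut at about 20% in these data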;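 further: peak over basal fluorescence ratio from a 100 s FLIPR kinetic read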
Target sequence (P30559 whole entry, looked up): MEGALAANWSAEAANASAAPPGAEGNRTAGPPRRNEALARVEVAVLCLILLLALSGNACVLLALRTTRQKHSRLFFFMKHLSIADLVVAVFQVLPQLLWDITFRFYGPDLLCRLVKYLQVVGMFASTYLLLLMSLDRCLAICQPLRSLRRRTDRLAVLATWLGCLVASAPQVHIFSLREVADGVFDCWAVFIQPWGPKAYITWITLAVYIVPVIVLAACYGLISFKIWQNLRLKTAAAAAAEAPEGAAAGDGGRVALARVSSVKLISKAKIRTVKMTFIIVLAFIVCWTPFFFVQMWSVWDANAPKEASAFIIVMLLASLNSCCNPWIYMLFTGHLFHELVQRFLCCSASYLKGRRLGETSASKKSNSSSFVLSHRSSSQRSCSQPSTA
DNA FID counter – compounds displacing fluorescent DNA intercalator, primary screen, artefact control for HCV NS3 helicase inhibitor project, biochemical, FID fluorescence. DNA fluorescent intercalator displacement. inhibition, % at 7.9 µM. 290,000 compounds, 0.17% hits; in the data active means inhibition above about 37%;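 further: 0% = vehicle and 100% = reference compound; higher means more ethidium bromide displaced from hairpin DNA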
VIM-2 inh – VIM-2 metallo-beta-lactamase inhibitors, primary screen, biochemical, epi-absorbance readout, Pseudomonas aeruginosa enzyme; inhibition, % at 5.6 µM; AID 1527, 2009; purified VIM-2, nitrocefin hydrolysis, epi-absorbance fluorescence; 290,000 compounds, 0.89% hits;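 active means inhibition above the mean of all tested compounds plus 3 SD, cutoff set per screening run, cut at about 7.5% in these data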;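 further: red hydrolysis product quenches plate fluorescence so inhibitors raise well fluorescence; 0% = enzyme with DMSO and 100% = DMSO without enzyme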
V1R ag counter – agonists of human V1a receptor, primary screen, counter-screen for OXTR agonist project, fluorescence, CHO-V1R cells | Fluo-8 calcium fluorescence, agonist mode; 0% DMSO, 100% 3 nM vasopressin | 320,000 compounds, 0.25% hits | Vasopressin V1a receptor (Homo sapiens), P37288 | activation, % at 3 µM;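 active means activation above the mean activation of all tested compounds plus 3 SD, per screening run, cut at about 20% in these data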;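 further: signal is peak over basal fluorescence ratio across a 100 second FLIPR read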
Target sequence (P37288 whole entry, looked up): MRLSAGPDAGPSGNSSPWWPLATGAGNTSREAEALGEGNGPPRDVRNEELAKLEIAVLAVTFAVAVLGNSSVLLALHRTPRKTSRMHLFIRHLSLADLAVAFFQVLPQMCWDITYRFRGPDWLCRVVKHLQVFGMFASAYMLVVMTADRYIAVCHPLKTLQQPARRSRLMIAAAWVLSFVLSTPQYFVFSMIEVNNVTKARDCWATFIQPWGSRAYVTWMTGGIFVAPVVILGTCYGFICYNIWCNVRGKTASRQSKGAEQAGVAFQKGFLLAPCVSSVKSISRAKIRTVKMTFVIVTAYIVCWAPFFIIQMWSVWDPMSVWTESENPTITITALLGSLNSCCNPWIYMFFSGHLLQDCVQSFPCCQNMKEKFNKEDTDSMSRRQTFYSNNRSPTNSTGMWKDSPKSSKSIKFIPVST
GPR7 antagonist – GPR7 receptor antagonists, primary screen, cell-based, fluorescence, single concentration. GPR7-expressing cells, fluorescence antagonist assay. 290,000 compounds, 1.1% hits. inhibition, % at 4.4 µM; in the data active means inhibition above about 16%, passing the limit was not always enough;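 further: cells stimulated with the agonist NPW; 0% = agonist with vehicle and 100% = vehicle without agonist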
Active calls of the source: *; . = not tested or not shown.

#	SMILES	VIM-2 inh	OXTR ag	GPR7 antagonist	V1R ag counter	GalR3 antag	DNA FID counter	IMP-1 inhibitor	PHOSPHO1 block	NS3 helicase inh
1	COc1ccccc1C(=O)NNC(=O)c1ccc(Br)cc1	-2.4	-0.3	-6	0.3	-10	-5	-0.8	-24	1
2	Cc1nn(C)c(C(=O)Nc2cccc(Nc3ccccc3)c2)c1[N+](=O)[O-]	-1.0	4.5	-9	4.8	5	7	-2.9	12	-23
3	CCC1CCCCN1CCCNC(=O)C1CCCN(S(=O)(=O)N2CC(C)CC(C)C2)C1 (stereo unspecified)	-0.8	-0.8	0	0.6	-6	32	-2.2	8	-7
4	CCOc1ccc(N2CC(O)(c3cccs3)[N+]3=C2CCCC3)cc1 (stereo unspecified)	-2.1	-0.3	-4	-0.4	-4	10	-1.7	-23	2
5	CC(=O)c1cccc(NC(=O)c2cnn(-c3ccccc3)c2C)c1	-0.5	0.3	3	1.2	-8	-22	-2.6	14	0
6	Cc1ccc(OCC(=O)NCc2ccc3c(c2)OCO3)c([N+](=O)[O-])n1	-4.6	1.1	-9	0.1	7	1	-3.9	36	-4
7	O=c1[nH]cc(S(=O)(=O)NCc2ccccc2)c(=O)[nH]1	-6.2	0.9	-3	0.7	-2	0	-1.0	30	6
8	CCN(CC)C(=O)CSc1nc(N)c2c3c(sc2n1)CC(C)CC3 (stereo unspecified)	-1.2	-1.3	-12	3.2	2	-29	-2.1	9	0
9	O=C(NNc1ncccc1Cl)c1c(Cl)cccc1Cl	-6.8	-0.3	5	-0.3	12	-9	-5.2	-8	0
10	CCc1ccc(CN(C)C(=O)CCc2nnc(Cc3cccc(C)c3)o2)nc1	-2.8	-0.2	3	-1.0	-5	-18	0.3	29	0
11	COc1ccccc1NC1=C(Cl)C(=O)N(C2CCCCC2)C1=O	-2.8	-1.4	-11	-1.2	-3	-6	-2.5	23	-1
12	COc1ccc(S(=O)(=O)Nc2cccnc2)cc1OC	-2.0	-0.3	1	-0.6	-9	-5	-0.4	30	1
13	CC(O)c1c(OCc2ccccc2)ncnc1OCc1ccccc1 (stereo unspecified)	-3.0	-2.6	6	-0.1	-6	-30	-3.8	18	-8
14	CN(C)C(CNC(=O)C1CCN(S(=O)(=O)c2ccc(Cl)cc2)CC1)c1ccccc1 (stereo unspecified)	0.1	1.4	-1	-0.3	-12	7	-1.6	28	-21
15	COc1ccccc1N(CC(=O)NCc1ccccc1)C(=O)CCC(=O)Nc1nccs1	1.5	1.7	-3	-0.8	-9	-39	-2.6	14	4

The closing 6 compounds of the part before are carried over, then new ones follow:
#	SMILES	VIM-2 inh	OXTR ag	GPR7 antagonist	V1R ag counter	GalR3 antag	DNA FID counter	IMP-1 inhibitor	PHOSPHO1 block	NS3 helicase inh
10	CCc1ccc(CN(C)C(=O)CCc2nnc(Cc3cccc(C)c3)o2)nc1	-2.8	-0.2	3	-1.0	-5	-18	0.3	29	0
11	COc1ccccc1NC1=C(Cl)C(=O)N(C2CCCCC2)C1=O	-2.8	-1.4	-11	-1.2	-3	-6	-2.5	23	-1
12	COc1ccc(S(=O)(=O)Nc2cccnc2)cc1OC	-2.0	-0.3	1	-0.6	-9	-5	-0.4	30	1
13	CC(O)c1c(OCc2ccccc2)ncnc1OCc1ccccc1 (stereo unspecified)	-3.0	-2.6	6	-0.1	-6	-30	-3.8	18	-8
14	CN(C)C(CNC(=O)C1CCN(S(=O)(=O)c2ccc(Cl)cc2)CC1)c1ccccc1 (stereo unspecified)	0.1	1.4	-1	-0.3	-12	7	-1.6	28	-21
15	COc1ccccc1N(CC(=O)NCc1ccccc1)C(=O)CCC(=O)Nc1nccs1	1.5	1.7	-3	-0.8	-9	-39	-2.6	14	4
16	COc1cc(NC(=O)c2cccc([N+](=O)[O-])c2)ccc1NC(=O)c1ccco1	-3.4	-0.6	5	-0.7	-5	4	-3.5	-4	9
17	CCNc1nc(-c2cc(C)n(Cc3ccco3)c2C)cs1	-3.3	-0.7	-11	-0.8	-7	-17	-0.2	1	7
18	CCCN(CCC)CCNC(=O)C1(O)c2ccccc2NC(=O)N1c1cccc(OC)c1 (stereo unspecified)	-2.3	0.4	0	-0.7	-6	-5	-2.1	24	1
19	Cc1cc(OCC(=O)N2CCN(c3ncccn3)CC2)ccc1Cl	-1.1	0.5	-6	1.1	-2	-46	-1.6	38	6
20	O=C(Nc1ccc(N2CCN(C(=O)c3ccc(Cl)cc3)CC2)cc1)c1ccc([N+](=O)[O-])o1	-3.0	.	4	.	-8	1	-3.9	13	2
21	Cc1ccc(C2/C(=C(/O)c3ccc(OC(C)C)cc3)C(=O)C(=O)N2CCN2CCOCC2)cc1 (stereo unspecified)	-6.7	-0.4	-15	0.2	-5	-51	-4.7	43	4
22	O=C(Nc1nnc(-c2ccc3c(c2)CCCC3)o1)c1ccccc1	-5.2	1.8	-11	34*	2	-23	-9.0	-34	20
23	COc1ccc(-c2[nH]c3ccccc3c2SCCNC(=O)c2cc3ccccc3oc2=O)cc1	-2.9	1.3	-18	0.8	.	-1	-1.8	-4	-10
24	CCc1nnc(NC(=O)CCC(=O)NCCc2ccccc2)s1	-2.0	0.2	2	0.0	-8	-11	-1.9	32	5
25	COc1cccc2sc(N(CCCN(C)C)C(=O)c3sc4ccccc4c3Cl)nc12	-3.2	11	-1	0.8	-8	2	-3.3	-9	0
26	Cc1ccc(SCc2nc(-c3ccccn3)no2)cc1	0.0	0.9	9	-0.1	-1	-9	-2.1	-2	1
27	COc1ccc(S(=O)(=O)NCc2csc(C)n2)cc1OC	-1.8	0.3	-14	0.7	-9	-8	-3.1	6	8
28	CCCc1cc(N2CCOCC2)n2ncc(-c3ccccc3)c2n1	1.4	.	4	.	-12	-22	0.5	48	-5
29	COc1cc(CCC(=O)OCC(=O)Nc2ccc(C)cc2Cl)cc(OC)c1OC	0.9	3.0	-19	4.8	-4	-38	-1.7	15	-13
30	Cc1sc(NC(=O)Nc2ccccc2)c(C(N)=O)c1C	-2.4	-0.2	-4	-0.8	-2	10	-2.3	5	6

Three of the entries above in order of their number in PHOSPHO1 block, descending.
nr	Molecule	PHOSPHO1 block
18	CCCN(CCC)CCNC(=O)C1(O)c2ccccc2NC(=O)N1c1cccc(OC)c1 (stereo unspecified)	24
27	COc1ccc(S(=O)(=O)NCc2csc(C)n2)cc1OC	6
17	CCNc1nc(-c2cc(C)n(Cc3ccco3)c2C)cs1	1

Taken from above:
compound 3 @ OXTR ag = -0.8
compound 19 @ GalR3 antag = -2

Remaining list, next part.
#	SMILES	VIM-2 inh	OXTR ag	GPR7 antagonist	V1R ag counter	GalR3 antag	DNA FID counter	IMP-1 inhibitor	PHOSPHO1 block	NS3 helicase inh
31	O=C(CSc1nnc(-c2cccc(S(=O)(=O)N3CCCC3)c2)n1-c1ccccc1)Nc1cccc(C(=O)O)c1	-2.4	0.5	-10	0.1	-2	-31	-2.0	35	4
32	O=C(NC1CCCCC1)C(c1ccncc1)N(C(=O)c1csnn1)c1ccc(F)cc1 (stereo unspecified)	-0.7	0.6	-8	0.1	-10	-14	-1.3	31	5
33	CC(C)/C=C1\CC/C(=C\c2ccc(N(C)C)cc2)C1=O	4.2	69*	-5	59*	1	-3	3.4	-5	4
34	COc1cc(C(=O)N2CCN(c3cc(Cl)ccc3Cl)CC2)cc(OC)c1OC	2.7	-0.4	2	0.6	.	5	-0.1	-1	-12
35	O=C(CSc1nnc(-c2ccncc2)n1-c1ccccc1)NC1CC1	-2.1	-0.1	13	1.3	0	-10	-1.6	-117	2
36	CCN(CC)S(=O)(=O)c1ccc(Br)c(OC)c1	-2.4	-1.6	-8	-1.9	-4	-5	-3.6	21	-3
37	CCS(=O)(=O)Nc1cccc(C2=NN(S(C)(=O)=O)C(c3ccccc3)C2)c1 (stereo unspecified)	-1.4	-0.3	4	-0.7	-5	-12	-0.7	1	0
38	CCOC(=O)C1CCN(C(=O)COC(=O)Cc2ccc(Cl)cc2)CC1	-3.8	0.7	-7	0.5	-6	-22	-1.9	-3	4
39	COc1ccc(CCNC(=O)c2ccc3nc(-c4ccco4)c(-c4ccco4)nc3c2)cc1OC	-3.0	-0.2	-19	1.9	.	-21	1.2	70*	52*
40	O=C(Oc1c(CN2CCOCC2)cc(Cl)c2cccnc12)c1ccc(F)cc1	-0.3	-0.5	-11	-0.6	-4	-2	-2.8	-11	5
41	O=C(NCCCN1CCOCC1)c1ccc(Sc2ccc(F)cc2)c([N+](=O)[O-])c1	-0.2	-0.2	-2	1.8	4	28	-1.4	-10	-52
42	Cn1c(Cn2c(=O)sc3ccccc32)nnc1SCC(=O)NCc1ccco1	-3.6	-0.1	-7	1.1	4	-2	-2.1	-2	5
43	O=[N+]([O-])c1ccc(Sc2ccccn2)nc1	0.6	-1.8	-3	-1.5	0	2	-2.1	-100	-1
44	COc1cccc(CNc2ccc(N3CCCCC3)cc2)c1OC	1.4	-0.1	-12	0.2	0	-9	-2.7	-3	9
45	CC(C)(C)c1ccc(S(=O)(=O)N2CCN(c3ncccn3)CC2)cc1	-2.5	-0.3	-2	0.6	0	-2	-2.5	38	-20
46	COc1ccc2nc(C)cc(Nc3cccc(C(=O)O)c3)c2c1	-0.4	0.2	-12	0.6	-10	1	-0.4	20	4
47	COC(=O)N/N=C/c1cc(C)n(-c2cccc3ccccc23)c1C	-2.5	0.2	-7	2.6	2	-13	-2.0	4	7
48	O=C(NC(Cc1c[nH]c2ccccc12)C(=O)Nc1ccc(F)c([N+](=O)[O-])c1)c1cccs1 (stereo unspecified)	-0.6	0.7	1	-0.1	-5	8	-3.6	3	9
49	COc1ccc(C(CNC(=O)c2cccc(NS(=O)(=O)c3ccccc3)c2)N(C)C)cc1 (stereo unspecified)	-3.8	0.1	-7	1.2	-7	15	-2.6	46	-37
50	CC1=Nn2c(nnc2-c2cc(-c3ccccc3)n[nH]2)SC1	-1.0	-1.3	0	-1.2	-3	-8	-0.8	-20	-9
51	COc1ccc(C)cc1NS(=O)(=O)c1ccc2c(c1)NC(=O)C(C)S2 (stereo unspecified)	-1.1	8.5	-1	10	-8	-23	-2.5	3	-12
